# Wnt bcat act: activators of Wnt/beta-catenin signaling; AID 743398; Wnt/beta-catenin reporter cell assay, activator, plate reader; activation, % at 9.35 µM; 300,000 tested, 1.2% active; in the data active means activation above about 30%, passing the limit was not always enough;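 further: 0% = neutral control wells and 100% = positive control wells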
# Pemphigus Ab inh: human desmoglein-3 autoantibody binding inhibition. P32926. DSG3-coupled beads, scFv-anti-DSG3-GFP binding, flow cytometry; hits give low values. binding (percent of control), % at 10 µM. 310,000 tested, 0.48% active;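 active means binding more than 3 SD below its plate's average and above zero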;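 further: hits lower antibody fragment binding to DSG3; some compounds called inactive have numbers as strong as hits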
# cardiac RTF act: increases calcium sensitivity of human cardiac regulated thin filaments. P19429+P45379. IANBD-labeled TnC RTF fluorescence at EC20 calcium; 0% EC20 calcium, 100% full calcium. activation, % at 7.2 µM. 340,000 tested, 0.24% active. AID 493008;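 active means activation above the mean over all tested compounds plus 3 SD, cut at about 30% in these data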;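 further: rise in fluorescence read as greater calcium sensitivity of cardiac thin filaments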
# V-ATPase pH: yeast V-ATPase proton transport regulation by pHLuorin; S. cerevisiae, pHLuorin cytosolic pH fluorescence; response, % at 10 µM; 350,000 tested, 0.37% active; AID 504577; in the data active means response mostly above about 7.3%, no sharp cut-off; inactive means mostly below about 5.4%; further: actives read high; inactives centre near 0; some compounds called inactive have numbers as strong as hits; reference of the scale not given here
# Cardiac RTF inh: cardiac RTF calcium desensitization; P19429+P45379; IANBD-labeled cardiac RTF, Ca2+ fluorescence; inhibition, % at 7.15 µM; 340,000 tested, 0.12% active; AID 493244;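 active means inhibition above the mean inhibition of all tested compounds plus 3 SD, cut at about 17% in these data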;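 further: assay run at fixed EC70 calcium of 1.6 mM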
# Keap1-Nrf2 PPI: Keap1-Nrf2 (human) interaction inhibition. Q14145. Keap1 Kelch-Nrf2 peptide fluorescence polarization, 1536-well. inhibition, % at 9.4 µM. 340,000 tested, 0.15% active; in the data active means inhibition above about 12%;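 further: human Keap1 Kelch domain with fluorescein labeled Nrf2 9mer peptide probe; 0% = neutral control wells and 100% = peptide positive control; higher means more block of Keap1 binding to Nrf2 peptide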
# Arrestin-AP2 inh: inhibitors of human beta-arrestin and AP2 interaction; FITC-arrestin peptide / GST-AP2 beads, flow cytometry; AP2 beta2 appendage carries R879A mutation; inhibition, % at 10 µM; 340,000 tested, 0.31% active;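 active means inhibition above a set limit, near 3 SD of compounds lacking own fluorescence, cut at about 54% in these data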;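 further: plate controls were DMSO wells for no effect and 5 µM unlabelled arrestin peptide for full effect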
#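 Material – GST-tagged AP2 beta2-adaptin appendage (R879A) on 4 µm glutathione beads · Probe or stimulus – fluorescein-tagged arrestin peptide at 50 nM final · Timing – 12 min plus 1 h, RT · Detection – bead flow cytometry, FITC channel · Read-out basis – inhibition as reduced fluorescein signal on beads, percent · Medium – PBS plus Tween 20 (0.05%) and BSA (0.1%)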
# C-LANA FP: blocks KSHV LANA C-terminal domain binding to DNA | MBP-C-LANA/FAM-LBS DNA binding, fluorescence polarization | inhibition, % at 9 µM | 340,000 tested, 0.078% active;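 active means highest replicate inhibition at or above 60% at 9 µM, even if other replicates fall short; inactive means all replicates below 60% inhibition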;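 further: 0% = neutral control wells and 100% = 4 µM acridine orange control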
# OPRM1-OPRD1 inv: inverse agonists of human mu-delta opioid receptor heterodimerization. cell-based MOR-DOR heterodimer luminescence, inverse agonism. 340,000 tested, 0.21% active. inhibition, % at 9.3 µM; in the data active means inhibition above about 22%, passing the limit was not always enough;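 further: 0% = cells with DMSO and 100% = wells without cells with DMSO; values of inactives mirror those of a sister screen read the other way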
# Target sequence (P35372 whole entry, looked up): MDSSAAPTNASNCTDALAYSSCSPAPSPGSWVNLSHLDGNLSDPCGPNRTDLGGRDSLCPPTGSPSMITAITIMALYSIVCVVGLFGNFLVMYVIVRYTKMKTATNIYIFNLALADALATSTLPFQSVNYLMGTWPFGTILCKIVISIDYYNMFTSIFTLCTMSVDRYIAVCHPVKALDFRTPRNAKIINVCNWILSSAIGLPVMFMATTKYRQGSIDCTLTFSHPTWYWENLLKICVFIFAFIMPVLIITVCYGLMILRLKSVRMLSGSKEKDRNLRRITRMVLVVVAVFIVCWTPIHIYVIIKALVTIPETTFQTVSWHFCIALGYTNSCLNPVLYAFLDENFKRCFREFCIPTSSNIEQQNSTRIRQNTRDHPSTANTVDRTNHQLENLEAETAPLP
# Target sequence (P41143 whole entry, looked up): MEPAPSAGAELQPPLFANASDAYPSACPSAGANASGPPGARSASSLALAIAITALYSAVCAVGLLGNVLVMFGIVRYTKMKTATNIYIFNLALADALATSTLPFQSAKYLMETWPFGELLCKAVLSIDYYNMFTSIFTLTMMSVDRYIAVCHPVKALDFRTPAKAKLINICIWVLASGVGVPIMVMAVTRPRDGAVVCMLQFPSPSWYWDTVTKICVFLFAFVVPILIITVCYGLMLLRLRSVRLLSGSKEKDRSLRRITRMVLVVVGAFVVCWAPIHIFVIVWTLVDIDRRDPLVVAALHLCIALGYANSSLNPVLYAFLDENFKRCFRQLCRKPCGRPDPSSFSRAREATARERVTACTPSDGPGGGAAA
# OPRM1-OPRD1 ag: agonists of human mu-delta opioid receptor heterodimerization; P35372+P41143; cells, OPRM1-OPRD1 heterodimerization, luminescence; activation, % at 9.3 µM; 340,000 tested, 0.3% active; AID 504326; in the data active means activation above about 18%;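 further: 0% = vehicle-treated cells and 100% = reference agonist; values of inactives mirror those of a sister screen read the other way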
# Numbers without * were called inactive; x = not tested or not shown.
SMILES	Wnt bcat act	Keap1-Nrf2 PPI	C-LANA FP	Pemphigus Ab inh	Arrestin-AP2 inh	V-ATPase pH	cardiac RTF act	OPRM1-OPRD1 ag	OPRM1-OPRD1 inv	Cardiac RTF inh
CCOc1ccccc1NC(=O)c1ccc(-n2cncn2)nc1	0	-2	-1.0	100	6	1	1	-0.5	2	0
O=C(CCn1c(=S)oc2ccccc21)NCCC1=CCCCC1	-1	3	1.0	94	10	1	-5	-1.1	6	7
COc1ccc(C2CC(c3cccc(OC)c3OC)n3nnnc3N2)cc1 (centres undefined)	-3	-3	-0.3	92	-1	-3	3	-1.8	10	-4
O=C(c1ccco1)n1nc(-c2cccnc2)nc1NCc1ccco1	1	-3	-2.0	107	9	0	5	-1.0	5	0
CN(C)c1ccc(/C=C(/NC(=O)c2ccccc2)C(=O)N2CCCC2)cc1	0	-7	-0.6	112	13	1	4	-2.8	17	-20
CC(C)(C)[C@@H]1COC(=O)[C@H](Cc2ccc(F)cc2)C/C=C\C[C@H](CC(=O)N(CCO)Cc2ccccc2)C(=O)N1	-5	-4	0.0	103	x	2	3	0.7	-4	-11
CC(C)C1CC(CCNCc2ccc3c(c2)OCO3)(c2ccccc2)CCO1 (centres undefined)	2	-4	-0.4	102	10	0	3	14	-74	3
COc1ccccc1C(=O)NNC(=O)C(=O)NC1CCCCC1	-4	1	-1.3	107	16	4	3	-0.9	5	5
N[C@@]12CCc3nonc3[C@]1(O)CC(c1ccccc1)=[N+]2[O-]	x	1	0.8	103	5	-1	1	-0.8	3	-2
CCOc1cc(Br)ccc1S(=O)(=O)N1CCC(C(N)=O)CC1	-6	3	0.6	x	3	-1	-3	-1.7	9	-7
c1ccc(CN2c3ccccc3-c3nc4ccccc4n3C2c2ccccn2)cc1 (centres undefined)	x	-3	0.5	98	0	0	-4	-2.8	14	4
O=C(CCl)NC(=O)NC12CC3CC(CC(C3)C1)C2	1	-8	-0.3	102	5	3	13	-0.3	1	-5
CCCC(=O)n1nc(-c2cccnc2)nc1NCc1cccs1	1	1	0.5	105	6	-1	3	5.7	-27	-10
CSc1ccccc1C(=O)NCc1ccc2c(c1)OCO2	x	2	-1.0	118	10	5	-4	-0.6	3	-13
CCC(=O)N/N=c1/sc2ccccc2n1C	-8	-6	-1.0	102	1	8	0	-0.9	5	-16

# Remaining list, next part.
SMILES	Wnt bcat act	Keap1-Nrf2 PPI	C-LANA FP	Pemphigus Ab inh	Arrestin-AP2 inh	V-ATPase pH	cardiac RTF act	OPRM1-OPRD1 ag	OPRM1-OPRD1 inv	Cardiac RTF inh
COc1cc(/C=C2\C(=O)N(c3ccc(NC(C)=O)cc3)N=C2c2ccccc2)ccc1O	1	-2	-3.2	97	11	3	-2	-4.4	23	0
COc1ccc(COCC(O)CN2CCN(S(=O)(=O)c3ccc(C(C)C)cc3)CC2)cc1 (centres undefined)	1	-6	-3.7	93	6	2	5	4.2	-17	-3
N#CC[C@H](Cc1ccccc1)N1CC[C@@H](NC(=O)OCc2ccccc2)CCC1=O	-2	-3	-0.1	99	21	2	2	-2.8	15	-1
CCOc1ccc(CCNC(=O)c2nnn(CC(=O)Nc3ccc(C)cc3)c2N)cc1OCC	x	1	-0.6	90	-9	2	-7	-1.6	8	-3
O=C(NCCCl)NNC(=O)c1cc2ccccc2cc1O	-2	-3	-1.7	101	25	4	0	-0.2	1	-4
CC1(C(=O)N/N=C/c2c(F)c(F)c(F)c(F)c2F)CC1(Cl)Cl (centres undefined)	-1	5	1.0	122	9	-2	-1	1.5	-8	-2
Cc1nc(SCC(=O)NC(C)(C#N)C2CC2)c2c(-c3cccs3)csc2n1 (centres undefined)	-3	4	-0.4	92	18	2	-6	1.1	-7	-21
O=S(=O)(Nc1ccc(-n2cnnn2)cc1)c1cccc(Cl)c1	-1	-2	-0.9	100	1	-3	-1	-2.9	15	-17
C=CCc1ccc(OCCCCN2CC(C)CC(C)C2)c(OC)c1 (centres undefined)	1	-5	-1.0	104	13	2	9	1.8	-9	-2
COc1ccc([C@H]2CC(=O)C=C(c3ccc4ccn(C)c4c3)C2)cc1	4	1	12	95	-10	-1	-2	1.0	-5	-17
CC(C)(C)c1ccc(OCCCNCc2ccccc2)cc1	-8	1	2.4	128	41	0	9	5.5	-30	-19
CC(=O)Nc1cccc(C(=O)OC(C)C(=O)N2CCc3ccccc32)c1 (centres undefined)	1	5	-0.5	96	-1	-1	1	-2.5	14	-1
COc1cc(OC)cc(C(=O)NNC(=O)CCNS(=O)(=O)c2ccc(Br)cc2)c1	-4	-8	-0.1	100	7	0	4	-0.8	3	0
COc1ccc(CCNC(=O)CC(=O)NCCc2ccc(OC)cc2)cc1	-2	0	-0.2	111	18	2	-7	-3.3	18	-3
O=C(Nc1cccc(C(=O)O)c1)Nc1ccc2c(c1)OCO2	-7	1	0.8	x	24	-1	0	-1.0	6	-4

# (further entries)
SMILES	Wnt bcat act	Keap1-Nrf2 PPI	C-LANA FP	Pemphigus Ab inh	Arrestin-AP2 inh	V-ATPase pH	cardiac RTF act	OPRM1-OPRD1 ag	OPRM1-OPRD1 inv	Cardiac RTF inh
O=c1[nH]c(SCc2n[nH]c(=S)n2-c2ccccc2)nc2ccccc12	x	-3	7.0	98	15	-1	-2	-1.6	7	-1
CN(C)CCN(C(=O)CCS(=O)(=O)c1ccccc1)c1nc2c(F)cccc2s1	-2	-6	-1.0	x	25	-3	-4	-3.3	17	-6
COc1ccccc1Oc1ccc2c(c1)C(=O)N(CC(=O)O)C2=O	x	3	0.0	119	8	3	-1	-2.7	13	-7
CC1(C)CC(=O)C/C(=N/NC(=O)CCCOc2ccc(Cl)cc2Cl)C1	-5	-4	0.7	97	1	2	3	-1.2	7	-4
CC(=O)c1ccc(OCCCC(=O)Nc2ccc(S(=O)(=O)N3CCOCC3)cc2)cc1	4	-4	-0.3	93	-3	0	4	-2.0	10	-4
CS(=O)(=O)Nc1ccc(C(=O)NCC2CCCO2)cc1 (centres undefined)	2	-5	-1.1	106	-3	-1	-4	-3.4	14	-7
COc1ccc(OC)c(C(=O)N(C)C2CCCN(Cc3ccccc3F)C2)c1 (centres undefined)	-1	3	-0.3	134	13	-1	-2	0.1	0	1
O=S(=O)(Nc1cccc2[nH]ncc12)c1cccs1	0	-2	-0.9	99	27	-3	6	-1.9	9	-10
O=C(NCc1ccc2c(c1)OCO2)c1cc(-c2ccccc2)on1	x	-1	-5.1	111	37	2	3	-0.4	2	-4
COc1cc(OC)cc(C(=O)N2CCN(C(=O)Cc3ccccc3)CC2)c1	-3	1	-1.1	110	1	-1	5	-0.3	1	-6
CN(c1cccc(NC(=O)c2ccc(Cl)c(S(=O)(=O)N3CCOCC3)c2)c1)S(C)(=O)=O	-4	4	0.8	114	46	-3	1	-0.2	1	-10
O=C(NCc1ccccc1)C(=O)Nc1nc(C23CC4CC(CC(C4)C2)C3)cs1	-5	-12	-1.4	128	-8	-4	0	0.9	-5	-1
COc1cc(Nc2nc3ccccc3nc2NS(=O)(=O)c2ccc([N+](=O)[O-])cc2)cc(OC)c1OC	-2	0	-2.5	96	34	5	0	-0.5	3	-7
COc1ccc(Br)cc1CN(C)CC(=O)Nc1cccc(S(=O)(=O)N2CCCC2)c1	-4	-4	-3.1	122	3	-1	1	-1.2	6	-2
COC(=O)c1cccc(F)c1C(=O)c1cccc2ccccc12	-3	1	0.4	88	6	-2	-3	-0.1	0	4

# Following part:
SMILES	Wnt bcat act	Keap1-Nrf2 PPI	C-LANA FP	Pemphigus Ab inh	Arrestin-AP2 inh	V-ATPase pH	cardiac RTF act	OPRM1-OPRD1 ag	OPRM1-OPRD1 inv	Cardiac RTF inh
Cc1ccc(-c2cc(C(=O)Nc3c(C)n(C)n(-c4ccccc4)c3=O)[nH]n2)c(O)c1	-7	-8	0.3	-21*	0	1	2	-3.8	19	-8
COc1ccc(CNCC(=O)Nc2cc(OC)cc(OC)c2)cc1	-1	-4	0.3	100	27	-3	-5	-2.6	12	-1
CN(C)c1cccc(C(=O)N2CCC(n3nccc3NC(=O)C3CCOC3)CC2)c1 (centres undefined)	0	-4	0.2	101	4	0	-4	-3.1	16	-10
COc1ccc2cnn(-c3ccccc3C)c(=O)c2c1OC	x	0	1.0	92	30	0	-8	0.2	-1	-8
CCOc1ccc(N(CC(=O)NCCSCc2ccc(Cl)cc2)S(C)(=O)=O)cc1	-4	2	-0.1	113	42	-2	-1	1.1	-6	4
C=CCn1c(C)nc2c(cnn2-c2ccccc2)c1=O	-2	-1	0.5	111	19	2	2	0.6	-3	-7
CCCCNC(=O)c1ccccc1NC(=O)C1=C(C)OCCS1	1	-2	1.0	106	-11	-3	-2	-2.7	13	7
CS(=O)(=O)Oc1ccc(Br)c2cccnc12	3	0	1.3	90	-9	-3	0	-0.8	4	-14
Cc1ccc(-n2c(=S)[nH]c3c(oc4ccccc43)c2=O)cc1C	2	-2	0.6	99	-13	1	5	-1.4	7	-12
Cc1c(Cl)cccc1NC(=S)NCCC(C)C	x	-3	2.7	x	6	-2	-1	0.8	-5	-4
Cc1nc2cc(NC(=O)N3CCC(c4ccccc4)C3)ccc2n1C (centres undefined)	6	-2	-1.4	104	6	-3	-6	-1.5	8	0
Cn1nc(C(=O)NCc2ccccc2)cc1C(=O)NCc1ccccc1	0	-3	0.0	94	-4	-1	-1	-2.0	10	-3
COc1ccc(C(=O)C2CCCN(Cc3cccn3-c3ccccn3)C2)c(OC)c1 (centres undefined)	-3	-12	0.7	108	2	-2	6	-1.3	8	-15
O=C(NNC(=O)C12CC3CC(CC(O)(C3)C1)C2)c1csc(N2CCOCC2)n1	-3	2	0.6	111	-11	0	-4	-3.6	19	2
Cc1cccc(C)c1NC(=O)CNC(=O)c1c(C)nn(C)c1Cl	-2	-7	0.9	118	-10	3	4	-0.9	4	-4

# Next compounds follow:
SMILES	Wnt bcat act	Keap1-Nrf2 PPI	C-LANA FP	Pemphigus Ab inh	Arrestin-AP2 inh	V-ATPase pH	cardiac RTF act	OPRM1-OPRD1 ag	OPRM1-OPRD1 inv	Cardiac RTF inh
Nc1ncnc(N)c1N=Nc1ccccc1	1	6	-0.5	111	-16	-2	1	-0.2	1	-3
CCN(Cc1ccccc1)C(=O)Cn1cc2c(n1)CCCC2	1	3	-2.8	109	28	4	3	-2.6	13	1
CC(C)(C)OC(=O)NCc1ccc(CNC(=O)c2ncn(Cc3ccccc3)c2C(=O)NCc2ccc(CNC(=O)OC(C)(C)C)cc2)cc1	-5	-7	-0.8	102	7	-1	10	-2.0	11	7
Cc1noc(C)c1S(=O)(=O)N1CCCCC1	0	-6	2.2	119	-4	0	6	-3.6	17	-11
O=C(Nc1cccnc1)c1cccnc1	x	3	0.3	99	1	3	2	0.1	-1	-1
COCCn1c(SCc2cccnc2)nnc1-c1c[nH]c2ccccc12	2	-3	1.2	105	-1	1	-1	-0.6	4	-6
O=C(CN1CCN(c2ccccn2)CC1)NC1CCCCC1	-1	0	-0.9	x	0	-1	4	-3.7	15	3
COCC(C)n1c(C)cc(C(=O)Cn2nc(C(=O)O)c3ccccc3c2=O)c1C (centres undefined)	1	-1	2.3	116	-22	2	-1	-2.8	13	2

# Bioassay records: PubChem, several laboratories

# Hits appear at their usual frequency (roughly 3.1% active in at least one column).
